# Screening data deposited in PubChem by several laboratories.
# S1P3 ag – human S1P3 receptor agonists, primary screen, cell-based, primary and confirmation, NFAT-BLA reporter; S1P3 NFAT-BLA reporter cells, agonism, FRET ratio; relative to 1 µM S1P, basal subtracted; 0.1% of 60,000 active; activation, % at 4.5 µM; AID 373, 2006; Sphingosine 1-phosphate receptor 3 (Homo sapiens), Q99500;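 active means activation above the screen-wide mean plus 3 SD, cut at about 4.5% in these data, passing the limit was not always enough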; further: some compounds called inactive have numbers as strong as hits
#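 Measure – % activation relative to 1 µM S1P (100%), per plate · System – stable CHO line with human S1P3, Gα16, NFAT-BLA reporter · Timing – cells plated overnight, compound 4 h 37 °C, substrate 2 h RT · Technique – fluorescent BLA substrate, ex 405 nm, em 460/535 nm ratio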
# Jurkat viability – cytotoxicity toward Jurkat T cells, primary screen, cytotoxicity control, cell-based, Jurkat E6.1, 60K MLSMR library. Jurkat E6.1 viability, ATP luminescence, 48 h. inhibition, % at 4 µM. 1.2% of 56,000 active;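 active means inhibition above the mean inhibition of all tested compounds plus 3 SD, cut at about 28% in these data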
# HER2 expr 66K – inhibitors of Her2 protein expression, primary screen, SKBR-3 cells, AlphaScreen, 66K library. Receptor tyrosine-protein kinase erbB-2 (Homo sapiens), P04626. SKBR-3 HER2 protein level, 18-24 h; stronger effect = lower value. HER2 level % of control, % at 10 µM. 0.69% of 65,000 active. AID 645, 2007;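 active means HER2 level under 5% of the carrier-only control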;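 further: 100% = DMSO carrier and 0% = 500 nM PU-H71 HSP90 inhibitor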
# Target sequence (P04626 whole entry, looked up): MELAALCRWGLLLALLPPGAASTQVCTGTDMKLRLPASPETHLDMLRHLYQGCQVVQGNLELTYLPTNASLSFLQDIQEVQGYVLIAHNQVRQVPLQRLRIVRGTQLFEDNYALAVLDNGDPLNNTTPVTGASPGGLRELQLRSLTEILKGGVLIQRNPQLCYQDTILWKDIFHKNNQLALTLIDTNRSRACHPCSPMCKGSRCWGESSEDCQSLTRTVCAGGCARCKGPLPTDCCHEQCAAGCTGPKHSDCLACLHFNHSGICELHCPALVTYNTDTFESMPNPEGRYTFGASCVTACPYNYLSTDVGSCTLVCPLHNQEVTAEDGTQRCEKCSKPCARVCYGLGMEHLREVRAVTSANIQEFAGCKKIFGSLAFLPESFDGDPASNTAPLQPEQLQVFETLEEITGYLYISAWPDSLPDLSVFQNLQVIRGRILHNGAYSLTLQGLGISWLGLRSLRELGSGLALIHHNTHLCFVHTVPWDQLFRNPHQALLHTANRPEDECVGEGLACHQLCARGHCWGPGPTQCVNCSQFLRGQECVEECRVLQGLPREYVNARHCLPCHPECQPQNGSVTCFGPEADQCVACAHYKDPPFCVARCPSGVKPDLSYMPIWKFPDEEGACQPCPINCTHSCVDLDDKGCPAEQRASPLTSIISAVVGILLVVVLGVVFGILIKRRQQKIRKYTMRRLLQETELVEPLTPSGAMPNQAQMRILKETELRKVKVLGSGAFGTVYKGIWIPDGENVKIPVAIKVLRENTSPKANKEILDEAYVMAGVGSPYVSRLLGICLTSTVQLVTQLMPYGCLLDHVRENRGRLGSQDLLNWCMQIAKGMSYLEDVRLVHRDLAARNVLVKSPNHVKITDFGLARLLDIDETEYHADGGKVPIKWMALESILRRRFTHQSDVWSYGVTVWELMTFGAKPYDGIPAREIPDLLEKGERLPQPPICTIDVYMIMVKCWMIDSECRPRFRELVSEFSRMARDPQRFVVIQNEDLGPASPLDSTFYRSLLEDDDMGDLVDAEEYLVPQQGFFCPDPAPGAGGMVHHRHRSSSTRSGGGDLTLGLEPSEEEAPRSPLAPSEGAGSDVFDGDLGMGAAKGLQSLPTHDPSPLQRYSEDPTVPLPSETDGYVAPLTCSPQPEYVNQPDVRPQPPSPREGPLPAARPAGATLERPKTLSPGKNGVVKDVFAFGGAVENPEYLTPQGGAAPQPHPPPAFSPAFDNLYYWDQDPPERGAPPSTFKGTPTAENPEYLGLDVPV
# M1 antagonist – antagonists of rat M1 muscarinic receptor. B-score at 10 µM. AID 628, 2007. 3.4% of 64,000 active. CHO-M1 cells, Fluo-4 calcium, ACh EC80 antagonist mode; stronger effect = lower value;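 active means calcium fluorescence response, raw or row-and-column corrected B-score, differing from the plate sample mean either way at a set confidence level, mostly lower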
# 5HT1E antag – 5-HT1E receptor antagonists, primary screen, cell-based, HTS | CHO 5-HT1E Ga15 NFAT-bla reporter, FRET, antagonist | 0.99% of 65,000 active | inhibition, % at 6 µM | AID 571, 2007 | 5-hydroxytryptamine receptor 1E (Homo sapiens), P28566;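 active means inhibition above a set limit, the mean inhibition across every tested compound plus 3 SD, cut at about 29% in these data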;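 further: signal is the 460 over 535 nm emission ratio of beta-lactamase substrate; 0% = agonist plus DMSO wells and 100% = wells without agonist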
# M1 agonist – M1 muscarinic receptor agonists, primary screen, CHO-M1 cells, Fluo-4 calcium, agonist mode; Fluo-4 calcium fluorescence; stronger effect = higher value; 3% of 64,000 active; Muscarinic acetylcholine receptor M1; B-score at 10 µM;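 active means fluorescence rise, raw or as B-score row- and column-corrected plate score, outside the 99.7% band of its plate's samples, either direction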
# S1P1 ag pot – S1P1 agonists and agonism potentiators, primary screen, cell-based, primary and confirmation screens, CRE-bla reporter; Sphingosine 1-phosphate receptor 1 (Homo sapiens), P21453; S1P1 CRE-bla cells, forskolin, beta-lactamase FRET, potentiator mode; S1P1 agonist co-added at EC20, 2 nM; 100% = saturating reference agonist, 0% = basal; activation, % at 9.5 µM; 0.57% of 56,000 active; AID 449, 2006;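 active means activation above a cutoff set at the mean activation of all tested compounds plus 3 SD, cut at about 54% in these data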;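 further: forskolin at 4 µM as EC80 and the EC20 agonist is SEW2871; 100% = SEW2871 at its EC100 plus forskolin at EC80; some compounds past the cut are filed as inactive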
# HEK293 NFkB inh – inhibitors of PMA/ionomycin-induced NF-kB reporter, primary screen, antigen receptor NF-kB inhibitor project, cell-based, HEK-293 luciferase reporter, luminescence. HEK-293 NF-kB luciferase reporter. inhibition, % at 3 µM. 0.21% of 62,000 active. AID 465, 2006;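 active means inhibition above the mean of all tested compounds plus 3 SD, cut at about 40% in these data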;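 further: 0% = stimulated DMSO wells and 100% = 10 µM reference inhibitor 5653914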
#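 Material: HEK-293 cells with stable firefly luciferase reporter driven by four HIV NF-kB elements / Also added: PMA plus ionomycin mix as NF-kB-activating stimulus / Compound dosing: 3 µM once, 0.30% DMSO / Times: 1 h pretreatment, 16 h stimulation, 37 °C / Signal: luminescence / Evaluation: per-plate % inhibition versus controls / Benchmarks: DMSO and 10 µM reference inhibitor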
# HTR1E agonist – 5-HT1E receptor agonists, primary screen, cell-based, HTS; 5-hydroxytryptamine receptor 1E (Homo sapiens), P28566; CHO 5-HT1E Ga15 NFAT-bla reporter, FRET; 0% DMSO wells, 100% control agonist wells; activation, % at 6 µM; 0.69% of 65,000 active;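 active means activation above a set limit, the screen-wide mean activation plus 3 SD, cut at about 8.5% in these data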;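 further: 100% = positive control agonist at 1 µM giving full maximal response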
# An asterisk follows results filed as active; x = no result given.
Molecule	5HT1E antag	HER2 expr 66K	Jurkat viability	HEK293 NFkB inh	S1P1 ag pot	M1 agonist	S1P3 ag	HTR1E agonist	M1 antagonist
CC(=O)Nc1ccc(S(=O)(=O)n2cnc3cc(C)c(C)cc32)cc1	1	109	28*	-5	12	-0.064	-0.7	-1.7	-0.39
CCOC(=O)c1ccc(NC(=O)CSc2nnc(Cc3cccs3)n2C)cc1	12	98	6	24	3	-0.35	-1.2	-1.2	-0.082
CCOc1ccc(N(CC(=O)Nc2nccs2)S(=O)(=O)c2c(C)noc2C)cc1	7	81	8	6	-8	0.0069	-0.7	0.0	0.18
Cn1c(=O)c2c(nc(CN3CCC(C(N)=O)CC3)n2Cc2c(F)cccc2Cl)n(C)c1=O	0	82	2	15	6	0.8	0.4	0.0	-0.0026
COc1ccc(NC(=O)C(CCS(C)(=O)=O)NC(C)=O)cc1 (centres undefined)	3	78	7	5	24	0.41	-0.9	-0.8	-2.2
COc1ccccc1OC(C)C(=O)O (centres undefined)	-3	78	-2	12	-5	x	-0.1	-0.3	x
O=C(CSc1nn(-c2ccccc2)c(=S)s1)Nn1cnnc1	0	103	-5	8	13	0.0064	5.0	0.4	-0.45
COCCCNC(=O)c1c(-c2ccccc2)noc1C	5	112	0	13	-22	0.3	-1.0	-0.7	0.36
Cc1ccc(C(=O)NCc2occc2C(=O)O)o1	1	181	3	12	-16	-0.51	-0.5	-1.3	0.42
O=C(NCC(c1cccnc1)N1CCN(c2ccccc2F)CC1)c1ccccc1 (centres undefined)	-7	81	4	8	3	-0.096	-0.4	0.2	0.42
O=C(CSc1nnc(CNC(=O)c2ccccc2F)o1)NCCc1ccccc1	-1	117	x	3	x	-0.16	x	0.8	0.37
CCN1C(=O)CSc2ccc(C(=O)NCCCN3CCOCC3)cc21	3	108	-4	1	-2	0.12	0.4	-0.7	-0.81

# Later entries:
Molecule	5HT1E antag	HER2 expr 66K	Jurkat viability	HEK293 NFkB inh	S1P1 ag pot	M1 agonist	S1P3 ag	HTR1E agonist	M1 antagonist
CC(C)(C)c1ccc(OCc2nc(-c3ccccn3)no2)c(Br)c1	-12	107	-1	-64	-40	-0.14	-1.0	0.8	-0.054
COc1cccc(C(=O)Nc2ccc(C)cc2)c1	-1	112	x	-44	x	-0.037	x	1.3	-0.056
CCCC(=O)Nc1ccc2oc(-c3ccc(OC)c(Br)c3)nc2c1	6	73	-5	-10	98*	0.089	-0.5	0.3	0.009
Cc1ccc(C(=O)c2cn[nH]c2-c2cc(Cl)ccc2O)cc1	-1	41	x	19	x	3.5	x	-1.1	-0.04
CCOC(=O)N1CCC2(CC1)C(C(=O)C13CC4CC(CC(C4)C1)C3)C2(C#N)C#N (centres undefined)	17	77	9	18	10	0.39	0.4	-1.0	-0.037
CCCn1c(/N=C/c2cc(OC)ccc2O)nc2ccccc21	-6	97	-5	13	0	-0.54	-1.2	-0.9	-0.11
COC(=O)C1=C(C)N=C2SCCC(=O)N2C1c1cc(Br)ccc1OC (centres undefined)	0	86	-10	-4	-20	0.042	-0.7	0.1	0.41
N#CC(C(=O)NC1CC1)c1nc2ccccc2nc1N1CCN(C/C=C/c2ccccc2)CC1 (centres undefined)	-4	110	x	x	2	5.5	0.3	0.1	0.26
Cc1nc2ccccc2c2oc(C(=O)N3CCc4ccccc4C3)cc12	14	58	5	8	-23	6*	-0.6	1.2	0.72
N[C@@H](Cc1ccc(O)c(I)c1)C(=O)O	-6	110	x	x	6	-0.062	-0.9	0.0	0.14
C=CCn1c(=S)[nH]c2nc3c(cc2c1=O)CCCC3	-11	165	x	x	-16	0.5	-3.1	-1.2	-0.57
O=C(CCN1C(=O)c2ccccc2C1=O)Nc1sc2c(c1C(=O)NCc1ccco1)CCCC2	-12	109	x	13	x	0.53	x	-0.6	-0.011

# More results:
Molecule	5HT1E antag	HER2 expr 66K	Jurkat viability	HEK293 NFkB inh	S1P1 ag pot	M1 agonist	S1P3 ag	HTR1E agonist	M1 antagonist
CC1CCCC(C)N1C(=O)Cn1c(SCC(=O)Nc2ccc3c(c2)OCO3)nc2ccccc21 (centres undefined)	14	90	-8	13	6	0.4	-1.2	-0.6	0.28
Cc1cccc2cc(CN(Cc3ccco3)C(=O)N3CCCC3)c(=O)[nH]c12	-2	76	4	26	-5	2.1	-0.8	-0.3	-0.56
C=CCn1c(SCC(=O)Nc2ccc3c(c2)OCCO3)nnc1-c1ccccn1	2	81	-4	12	0	2.2	-0.3	1.5	0.59
O=C1c2ccccc2C(=O)N1CC1c2ccccc2CCN1C(=O)N1CCOCC1 (centres undefined)	-7	76	x	x	4	0.43	-1.4	1.5	-0.11
CC1CCN(CCCn2c(=S)[nH]c3ccccc3c2=O)CC1	1	102	1	21	4	0.043	-0.7	-0.5	-0.47
COc1ccc(CCNC(=O)Cn2c(=O)n(Cc3ccco3)c(=O)c3ccc(Cl)cc32)cc1OC	-12	75	9	12	-15	x	-0.6	0.7	x
CCOCCCNC(=O)C(NC(=O)C1CCC(=O)N1)c1ccc(C)cc1 (centres undefined)	-8	125	x	-7	x	0.32	x	0.9	-0.48
CCC(C)NS(=O)(=O)c1ccc(S(=O)(=O)Nc2cc3c(cc2C(C)=O)OCO3)cc1 (centres undefined)	11	99	-3	9	14	0.61	1.7	-1.1	0.72
COc1ncnc(OC)c1NC(=O)c1ccc(F)cc1	0	167	-6	1	1	-0.39	0.7	0.1	-0.031
COc1ccc(C)cc1NC(=O)c1ccc(N(C)S(C)(=O)=O)cc1	-4	89	x	12	x	-0.74	x	-0.8	-1.6
CCOc1cc(/C=N/n2cnnc2)ccc1O	12	112	6	16	-8	-1.6	-1.8	0.3	-0.094
Cc1nn(Cc2ccccc2)c(C)c1NC(=O)c1cc(-c2cccs2)on1	13	80	4	12	5	0.16	-1.5	-1.0	-0.63

# (listing goes on)
Molecule	5HT1E antag	HER2 expr 66K	Jurkat viability	HEK293 NFkB inh	S1P1 ag pot	M1 agonist	S1P3 ag	HTR1E agonist	M1 antagonist
CN(CC(=O)NC1CCCCC1)S(=O)(=O)c1cccc2cccnc12	3	83	0	0	-4	-0.25	-1.1	0.5	-0.87
Cc1cc2c(=O)n(Cc3ccco3)c(SCC(=O)c3ccc(Cl)s3)nc2s1	13	117	12	12	x	0.26	-0.9	0.4	0.96
CC(=O)c1nc2ccccc2n1S(=O)(=O)c1ccc(C)cc1	-2	93	x	13	x	-0.17	x	-0.2	-0.42
CCCn1nnc(NC(=O)c2ccco2)n1	1	83	-3	-3	-32	-2.7	-1.1	0.2	0.18
O=C(c1cccnc1Nc1ccc2c(c1)CCC2)N1CCOCC1	5	106	-5	13	-1	0.5	-0.6	-1.2	1.3
CCCc1cc(N2CCCC2)n2nc(C)c(-c3ccccc3)c2n1	22	80	4	4	10	-1.5	-1.8	0.1	-0.035
COc1ccc2nc(NC(=O)C3CCCN(S(=O)(=O)c4c(C)noc4C)C3)sc2c1 (centres undefined)	10	87	8	1	-1	0.43	-0.9	0.1	0.27
CC(C)c1cc(N2CCN(C(=O)c3ccco3)CC2)n2c(nc3ccccc32)c1C#N	4	104	3	22	-1	2.1	-0.5	3.1	-0.88
CCn1cc(-c2cc(C(F)(F)F)n3nc(C(=O)O)cc3n2)c(C)n1	-6	99	0	21	-9	0.47	-0.2	0.4	0.62
OCCN(Cc1ccccc1)Cc1ccccc1Cl	-5	106	6	8	x	1.8	-1.1	-0.3	-0.53
O=C(CSc1nc2ccccc2c(=O)n1CCC(=O)N1CCCCC1)NCc1ccccc1	8	115	-6	7	22	0.27	-0.2	0.1	-0.085
Cn1c(=O)[nH]c(=O)c2c1nc(NCCCn1ccnc1)n2Cc1ccc(F)cc1	7	60	9	1	0	1.2	-0.8	-1.0	-0.84

# (more compounds)
Molecule	5HT1E antag	HER2 expr 66K	Jurkat viability	HEK293 NFkB inh	S1P1 ag pot	M1 agonist	S1P3 ag	HTR1E agonist	M1 antagonist
O=C(NCc1cccs1)C1CCN(S(=O)(=O)c2cccs2)CC1	3	90	-4	15	21	1.6	-0.5	-1.7	-0.15
O=P(C1=C(N2CCOCC2)/C(=C\c2ccccc2)CC1)(N1CCOCC1)N1CCOCC1	5	85	-2	8	-1	-0.37	-0.2	0.0	0.028
CC(=O)c1ccc(NC(=O)CSc2nnc(Cn3c(=O)sc4ccccc43)n2C)cc1	-3	107	1	9	21	-0.66	-1.5	-0.6	0.049
Cc1cc(C2=CC(C)(c3cc(C)oc3C)Nc3nc(C(F)(F)F)nn32)c(C)o1 (centres undefined)	16	98	14	2	25	-1.3	0.0	-0.7	-0.095
CCOC(=O)N1CCN(S(=O)(=O)c2cccc3nsnc23)CC1	1	87	-4	16	-40	-0.5	0.8	0.6	0.54
CCOc1cc(C)c(Cl)cc1S(=O)(=O)N(C)C	1	83	-2	25	-12	0.62	-0.2	-0.8	0.14
CCCCOn1c(C)c(C(=O)OCC)c2c3nonc3ccc21	9	99	-4	14	12	0.34	-0.8	-0.3	-0.44
O=C(c1ccccc1)N1CCN(C2CCCCCC2)CC1	14	82	5	-10	13	1.2	-0.6	-1.9	-0.19
Cc1ccc2nc(-c3cccc(NC(=O)c4ccc5c(c4)OCCO5)c3)oc2c1	3	43	-2	27	27	-0.21	-0.6	0.2	-1.1
CC(C)(C)C(=O)c1no[n+]([O-])c1/C(=N/O)C(C)(C)C	20	94	4	10	-16	-0.67	-0.6	-0.7	-0.1
Cc1cc(C)cc(NC(=O)C2CCCN(c3nccc(C)n3)C2)c1 (centres undefined)	9	59	-1	13	0	1.2	-0.8	0.1	0.014
COc1cccc(NC(=O)c2ccccc2-c2nc(-c3ccccc3)no2)c1	-10	87	-5	14	-4	0.1	0.0	0.0	1.3

# The listing continues:
Molecule	5HT1E antag	HER2 expr 66K	Jurkat viability	HEK293 NFkB inh	S1P1 ag pot	M1 agonist	S1P3 ag	HTR1E agonist	M1 antagonist
Nc1nc(SCC(=O)NCCCO)nc2sc3c(c12)CCC3	-4	103	-7	22	x	-0.9	-0.7	0.1	-1.2
Nc1scc(-c2ccncc2)c1Cl	0	81	-2	13	6	1.7	-0.6	-0.3	0.093
C=CCOC(=O)Nc1ccc(Cl)cc1NC(=O)OCC=C	5	110	-8	4	-1	2.1	-1.0	1.2	-3.8*
N=c1n(CCO)c2ccccc2n1Cc1ccccc1Cl	2	90	-8	19	-30	0.35	0.9	1.6	-0.61
CC1CCCCN1S(=O)(=O)c1coc(C(N)=O)c1 (centres undefined)	11	104	4	4	10	0.14	-0.6	0.3	-0.032
COc1ccc2c(c1)CCc1c(C(=O)Nc3ccc(OC)c(OC)c3)noc1-2	-4	82	-3	19	104*	x	-1.1	-0.4	x
